Assay outcomes from PubChem BioAssay.
UBC9 SUMO inh: inhibitors of in vitro SUMOylation cascade, primary screen, biochemical, HTRF, uHTS. SUMO-conjugating enzyme UBC9 (Homo sapiens), P63279. HTRF SUMOylation assay, SAE1/SAE2 + UBC9. inhibition, % at 35 µM. actives 0.36% (n = 290,000). AID 2006, 2009; in the data active means inhibition above about 50%, passing the limit was not always enough; further: strong numbers were not always called active
Target sequence (P63279 whole entry, looked up): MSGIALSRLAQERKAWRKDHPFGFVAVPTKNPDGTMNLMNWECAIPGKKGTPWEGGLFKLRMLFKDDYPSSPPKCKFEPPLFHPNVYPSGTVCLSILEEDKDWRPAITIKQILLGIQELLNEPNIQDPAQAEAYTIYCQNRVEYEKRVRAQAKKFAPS
MEKK3 PB1 HTS: modulators of MEKK3-MEK5 PB1 binding, primary screen, biochemical, wildtype MEKK3, multiplex bead flow cytometry, Alexa488-MEK5; Mitogen-activated protein kinase kinase kinase 3 (Homo sapiens), Q99759; bead-based flow cytometry, Alexa488-MEK5 binding to MEKK3; actives lie on both sides; 0 = blocked by unlabeled MEK5, 100 = vehicle; binding response (% of control), % at 10 µM; actives 1.4% (n = 290,000); AID 1529, 2009;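 active means binding response more than 3 SD above or below the average of its plate-row segment, actives on both sides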;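 further: Alexa488 bead fluorescence after subtracting the streptavidin-only scavenger bead signal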
Target sequence (Q99759 whole entry, looked up): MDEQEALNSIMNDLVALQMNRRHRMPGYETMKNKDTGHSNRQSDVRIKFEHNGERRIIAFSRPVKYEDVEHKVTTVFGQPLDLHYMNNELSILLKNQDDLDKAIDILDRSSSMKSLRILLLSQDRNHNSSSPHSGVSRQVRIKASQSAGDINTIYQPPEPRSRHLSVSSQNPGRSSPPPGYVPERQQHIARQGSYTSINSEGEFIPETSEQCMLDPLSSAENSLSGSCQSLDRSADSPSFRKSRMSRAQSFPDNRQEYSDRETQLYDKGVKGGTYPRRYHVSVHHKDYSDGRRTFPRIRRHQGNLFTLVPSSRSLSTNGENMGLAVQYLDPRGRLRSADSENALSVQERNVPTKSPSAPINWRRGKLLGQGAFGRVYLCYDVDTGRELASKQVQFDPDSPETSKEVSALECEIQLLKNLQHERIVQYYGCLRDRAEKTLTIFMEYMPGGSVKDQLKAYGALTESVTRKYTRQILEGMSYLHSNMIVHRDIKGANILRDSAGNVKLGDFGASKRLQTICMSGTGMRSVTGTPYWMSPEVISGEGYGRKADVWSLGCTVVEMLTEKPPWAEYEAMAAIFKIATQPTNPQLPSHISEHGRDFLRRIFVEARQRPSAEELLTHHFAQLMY
IDE cell activ: human IDE activators in live cells, primary screen, fluorescence polarization, HEK cells, FAbeta-B substrate. FAbeta-B cleavage; 0% vehicle, 100% cell-free pure enzyme wells. activation, % at 5.96 µM. actives 0.073% (n = 340,000). AID 493087, 2011;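 active means activation above the mean of all tested compounds plus 3 SD, set per screening campaign, cut at about 17% in these data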
PHOSPHO1 inh: PubChem AID 1565 | Phosphoethanolamine/phosphocholine phosphatase (Homo sapiens), Q8TCT1 | recombinant PHOSPHO1, absorbance phosphatase assay | inhibition, % at 13.3 µM | actives 1.1% (n = 290,000); in the data active means inhibition above about 60%
Target sequence (Q8TCT1 whole entry, looked up): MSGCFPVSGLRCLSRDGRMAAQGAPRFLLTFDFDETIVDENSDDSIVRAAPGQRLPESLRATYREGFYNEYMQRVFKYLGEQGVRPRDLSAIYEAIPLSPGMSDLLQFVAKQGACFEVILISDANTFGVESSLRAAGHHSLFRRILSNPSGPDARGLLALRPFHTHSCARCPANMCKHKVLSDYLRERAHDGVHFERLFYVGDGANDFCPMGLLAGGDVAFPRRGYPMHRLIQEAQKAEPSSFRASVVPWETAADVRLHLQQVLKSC
VIM-2 inhibitor: VIM-2 metallo-beta-lactamase inhibitors, primary screen, biochemical, epi-absorbance readout, Pseudomonas aeruginosa enzyme | inhibition, % at 5.6 µM | purified VIM-2, nitrocefin hydrolysis, epi-absorbance fluorescence | actives 0.89% (n = 290,000) | AID 1527, 2009;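 active means inhibition above the mean of all tested compounds plus 3 SD, cutoff set per screening run, cut at about 7.5% in these data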;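 further: red hydrolysis product quenches plate fluorescence so inhibitors raise well fluorescence; 0% = enzyme with DMSO and 100% = DMSO without enzyme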
DNA FID counter: compounds displacing fluorescent DNA intercalator, primary screen, artefact control for HCV NS3 helicase inhibitor project, biochemical, FID fluorescence | inhibition, % at 7.9 µM | DNA fluorescent intercalator displacement | actives 0.17% (n = 290,000) | AID 1845, 2009; in the data active means inhibition above about 37%;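 further: 0% = vehicle and 100% = reference compound; higher means more ethidium bromide displaced from hairpin DNA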
IMP-1 inhibitor: IMP-1 metallo-beta-lactamase inhibitors, primary screen, biochemical, epi-absorbance readout, Pseudomonas aeruginosa enzyme. purified IMP-1, nitrocefin hydrolysis, epi-absorbance fluorescence. inhibition, % at 5.6 µM. actives 0.45% (n = 290,000). AID 1556, 2009;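 active means inhibition above the mean plus 3 SD of all compounds in the same screening run, cut at about 4.5% in these data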;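 further: 0% = IMP-1 with DMSO and 100% = DMSO wells lacking enzyme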
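Assay system: purified recombinant IMP-1 beta-lactamase. Input: IMP-1 0.2 nM before substrate addition. Buffer or medium: Zinc- and detergent-supplemented HEPES buffer, pH 7.1. Schedule: 25 °C, 15 min preincubation, 25 min reaction. Signal: Epi-absorbance fluorescence, 480 nm excitation, 530 nm emission. Evaluation: percent inhibition from optical density relative to buffer-blank wells.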
HCV NS3 hel inh: inhibitors of HCV NS3 helicase, primary screen, biochemical, Cy5 molecular beacon fluorescence. NS3 helicase DNA unwinding. actives 0.56% (n = 290,000). AID 1800, 2009. inhibition, % at 10.9 µM;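 active means inhibition above the mean of all tested compounds plus 3 SD, set per campaign, cut at about 35% in these data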;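 further: 0% = DMSO wells and 100% = thioflavine S control wells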
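Control set: DMSO versus 110 µM thioflavine S; Material: NS3 helicase fragment of HCV; Measured by: Cy5 fluorescence at 0 and 60 min, beacon hairpin quenching; Read-out basis: percent inhibition from t60/t0 fluorescence ratio; Times: reaction time 60 min, 25 °C; Repeats: single replicate; Compound dosing: single dose, 10.9 µM nominal final, DMSO 0.8% final.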
pCIP destab: p/CIP-EGFP fusion destabilizers, primary screen, fluorescence, F442A cells. Q05BA5. 16 h. AID 1984, 2009. actives 0.01% (n = 290,000). decrease of EGFP signal, % at 10 µM;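 active means EGFP signal decrease of at least 30% at 10 µM or well 3 SD below plate mean, unless failing retest; inactive means the rest, including hits failing retest or dose response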; further: some compounds called inactive have numbers as strong as hits; many of its hits are not listed in these tables
Numbers without * were called inactive; nt = not tested or not shown; [ ] = dose if it differs, or a comment. A portion of the library (hit frequency here may not be typical).

Compound	UBC9 SUMO inh	MEKK3 PB1 HTS	IDE cell activ	PHOSPHO1 inh	VIM-2 inhibitor	DNA FID counter	IMP-1 inhibitor	HCV NS3 hel inh	pCIP destab
O=C(NCCCN1CCOCC1)C1CCCN(S(=O)(=O)N2CCCCC2)C1 (configuration not stated)	nt	103	-1	24	-1.1	3	-2.3	4	1
COc1ccc(Cl)cc1S(=O)(=O)NCCCn1ccnc1	-9	106	8	8	-0.5	2	-0.8	4	2
O/N=C1\CCSc2ccc(F)cc21	3	81	0	-2	0.0	1	-1.1	5	13
Fc1ccccc1Cc1nnc2n1N=C(c1ccc(Cl)cc1)CS2	11	102	-3	15	-7.7	-6	-0.1	5	-1
CCc1noc(C)c1C(=O)OCC(=O)NC(=O)c1ccccc1	4	100	4	36	-1.9	-15	-2.3	-3	-13
O=C(CSc1nnc(-c2ccncc2)n1C1CCCCC1)Nc1ccccc1	3	100	-2	18	-4.0	-8	-2.4	-1	-5
O=C(Nc1cccc(-c2cn3ccccc3n2)c1)c1ccccc1	13	103	2	12	-1.0	0	-1.6	-4	-3
COC(=O)c1c(NC(=S)Nc2cc(OC)c(Cl)cc2OC)sc2c1CCCCC2	2	93	2	-2	-6.4	-19	-3.4	13	4
Cc1ccc([N+](=O)[O-])cc1NC(=O)CN(C1CCCCC1)S(=O)(=O)c1ccc(Cl)cc1	0	98	5	17	-3.6	0	-1.6	-11	0
O=C(NCCN1C(=O)S/C(=C\c2ccccc2)C1=O)c1cc(S(=O)(=O)N2CCOCC2)c(Cl)cc1Cl	-6	99	0	12	-0.2	-4	-3.4	1	4

(further entries)
Compound	UBC9 SUMO inh	MEKK3 PB1 HTS	IDE cell activ	PHOSPHO1 inh	VIM-2 inhibitor	DNA FID counter	IMP-1 inhibitor	HCV NS3 hel inh	pCIP destab
CCOc1ccc2[nH]c(=O)c(CN(Cc3cccnc3)C(=O)Nc3ccccc3OC)cc2c1	22	107	6	-25	0.0	-21	-3.2	3	5
Nc1nc(SCc2ccc(Cl)cc2)[nH]c(=O)c1-c1ccccc1	13	105	1	-9	-3.5	-14	-1.5	0	0
O=C1C(Nc2cccc(O)c2)=C(N2CCCCC2)C(=O)c2ccccc21	-3	98	6	54	0.9	5	-1.2	5	-1
Cc1ccc(NC(=O)C2CCN(S(=O)(=O)c3cccc4nonc34)CC2)nc1	12	103	1	19	-2.5	-4	-2.6	-6	3
CCc1ccc(C(=O)COC(=O)c2ccco2)cc1	8	103	5	32	-1.3	-10	-3.0	4	-4
CC(C)(C)CC(=O)Nc1cc(S(=O)(=O)N2CCOCC2)ccc1N1CCCC1	13	99	-1	-8	-2.7	-10	-1.9	-21	5
CC(=O)c1cc(F)c(N2CCN(C(=O)c3ccco3)CC2)cc1C	4	104	5	6	-1.9	-18	-1.3	2	2
C=C(C)CNC(=S)NN=C1c2ccccc2-c2ccccc21	-8	100	5	-10	-3.0	-5	-3.2	7	0
NS(=O)(=O)c1ccc(N2CCCCCC2)c([N+](=O)[O-])c1	19	99	nt	40	-5.7	1	-3.8	7	-7
CSc1nsc(/C=C/Nc2ccc(O)cc2C)c1C#N	27	119	-9	24	-2.9	-8	-4.2	30	6

Other compounds follow:
Compound	UBC9 SUMO inh	MEKK3 PB1 HTS	IDE cell activ	PHOSPHO1 inh	VIM-2 inhibitor	DNA FID counter	IMP-1 inhibitor	HCV NS3 hel inh	pCIP destab
COc1ccc(N(CC(=O)Nc2cccc(C)c2)S(=O)(=O)c2c(C)n[nH]c2C)cc1	9	102	7	27	-3.8	-16	-2.3	-4	-18
O=C(c1ccco1)[C@@H]1[C@@H]2C(=O)N(c3ccccc3)C(=O)[C@@H]2C2c3ccccc3C=CN21 (some centres not stated)	35	102	1	84*	-2.1	-5	-1.3	9	-10
O=C1C2ON(c3ccccc3)C(c3ccncc3)C2C(=O)N1c1ccc(N2CCOCC2)cc1 (configuration not stated)	7	104	6	-2	-0.5	-24	-5.0	2	-3
COC(=O)c1ccc(CSc2nnc(Nc3ccc(C)cc3)s2)o1	-12	99	-6	52	-0.8	-24	-1.8	-1	-10
Cc1ccc(NC(=O)Nc2nnc(-c3ccncc3)s2)cc1C	73*	92	-8	-15	2.3	-21	-1.4	-4	-13
CCc1nnc(SC(C)C(=O)Nc2nccs2)n1C (configuration not stated)	3	95	3	23	-2.6	-4	-5.0	-2	-2
Cc1cccc(NC(=O)CNC(=O)COC(=O)CCS(=O)(=O)c2ccccc2)c1C	5	99	5	24	-4.7	-5	-3.0	6	-10
COC(=O)c1ccc(CSc2nnc(CNC(=O)c3ccccc3F)o2)o1	13	104	-3	12	-1.8	-10	0.7	14	-2
C(=C1/CCCC2=C1Nc1ncnn1C2c1ccccc1)/c1ccccc1 (configuration not stated)	10	100	nt	27	0.3	-25	-0.3	-11	-1
CCCCN(CC)Cc1ccc(CNC(=O)Nc2ccccc2)o1	14	97	8	2	-2.7	5	0.5	2	-7

As a short view, some entries already given:
Compound	UBC9 SUMO inh	MEKK3 PB1 HTS	IDE cell activ	PHOSPHO1 inh	VIM-2 inhibitor	DNA FID counter	IMP-1 inhibitor	HCV NS3 hel inh	pCIP destab
CCc1nnc(SC(C)C(=O)Nc2nccs2)n1C (configuration not stated)	3	95	3	23	-2.6	-4	-5.0	-2	-2
Cc1cccc(NC(=O)CNC(=O)COC(=O)CCS(=O)(=O)c2ccccc2)c1C	5	99	5	24	-4.7	-5	-3.0	6	-10
COC(=O)c1ccc(CSc2nnc(CNC(=O)c3ccccc3F)o2)o1	13	104	-3	12	-1.8	-10	0.7	14	-2

Next part:
Compound	UBC9 SUMO inh	MEKK3 PB1 HTS	IDE cell activ	PHOSPHO1 inh	VIM-2 inhibitor	DNA FID counter	IMP-1 inhibitor	HCV NS3 hel inh	pCIP destab
COCCN1C=C2C(=O)C(C)(OC(=O)C3CCCC3)C(=O)C(c3ccccc3)=C2C=C1CCCC(=O)OC (configuration not stated)	-14	86	2	22	nt	nt	nt	nt	1
CCOC(=O)C(NCc1ccccc1OC)(NC(C)=O)C(F)(F)F (configuration not stated)	-10	108	1	4	-9.1	-2	1.1	5	10
COc1ccc(S(=O)(=O)NCC2CCCN(C(=O)c3cccnc3C)C2)cc1 (configuration not stated)	-4	86	7	10	-2.4	-10	-3.0	1	6
CCN(CC(=O)NCc1cccs1)c1nnnn1-c1ccccc1	12	106	1	-28	0.3	-6	-1.1	0	-5
CC1=NN(C(N)=S)C(=O)C1N=Nc1c(Br)cc(Br)cc1Br (configuration not stated)	6	100	1	44	-2.2	-21	-1.8	23	3
O=C(Nc1ccc(OCC(=O)N2CCC(Cc3ccccc3)CC2)cc1)c1ccco1	-15	67*[inhibitor]	6	9	-2.8	-38	-3.6	1	-6
Cc1ccc(S(=O)(=O)N2CC(C)C(=O)CC2C)cc1 (configuration not stated)	-2	101	8	18	-2.4	-4	-2.0	-3	-7
CCc1ccc(OCC(O)CN2CCN(c3ccccn3)CC2)cc1 (configuration not stated)	-10	101	1	nt	-1.4	4	0.1	-5	0
CC(=O)c1sc(N2CCOCC2)nc1-c1ccccc1	5	107	4	-6	-4.2	4	-4.3	5	4
COc1ccc(N=C2SC(CC(=O)Nc3ccccc3OC)C(=O)N2Cc2ccco2)cc1 (configuration not stated)	-5	97	2	4	-0.1	-28	-1.4	41*	-20

The results go on:
Compound	UBC9 SUMO inh	MEKK3 PB1 HTS	IDE cell activ	PHOSPHO1 inh	VIM-2 inhibitor	DNA FID counter	IMP-1 inhibitor	HCV NS3 hel inh	pCIP destab
CC(C)CCn1cnc2c(cnn2-c2ccc(F)cc2)c1=O	12	94	1	-6	-1.3	-4	1.0	-6	-14
O=C(N/N=C/c1ccccc1)c1ccc(CN2C(=O)c3cccc4cccc2c34)cc1	50*	98	-7	7	-0.6	-18	-2.0	-13	-16
CCOc1cccc(CN2CCCC(CNC(=O)c3cccc(OC)c3OC)C2)c1 (configuration not stated)	6	102	-2	19	-0.6	1	0.0	8	11
Cn1c(C(=O)NCCCN2CCOCC2)cc2c(=O)n(C)c3ccccc3c21	6	96	-1	-9	18*	5	-3.5	1	12
Cc1cc(C)n2ncc(C(=O)Nc3ccc4c(c3)OCO4)c2n1	-6	100	-5	7	1.1	-1	-0.7	-5	-10
CN(C(=O)COC(=O)c1ccc(Cl)c(N)c1)c1ccccc1	-2	99	nt	-4	-2.3	-17	-2.5	-9	2
CC(Oc1ccc(Cl)cc1)c1ccnc(N)n1 (configuration not stated)	9	100	-8	24	1.3	-5	0.9	8	-6
O=C(NCCc1cnccn1)C1CCC(=O)N(Cc2ccc(Cl)cc2)C1 (configuration not stated)	4	101	0	18	-0.6	-14	-4.7	-5	-5
COc1ccc2cc(C(=O)N3CCN(c4ccccc4F)CC3)[nH]c2c1	-3	96	1	48	-1.9	-26	-4.0	3	-10
COc1ccc(NC(=O)c2cc3c(s2)CCC(C)C3)cc1S(=O)(=O)N1CCOCC1 (configuration not stated)	-2	97	1	-8	-0.1	-24	-2.7	-14	-9

More records follow:
Compound	UBC9 SUMO inh	MEKK3 PB1 HTS	IDE cell activ	PHOSPHO1 inh	VIM-2 inhibitor	DNA FID counter	IMP-1 inhibitor	HCV NS3 hel inh	pCIP destab
CCCOC(=O)Nc1ccc(S(=O)(=O)Nc2ncccn2)cc1	-1	103	7	25	-3.5	-3	-2.3	6	1
CN1C(=O)N(C)C2(c3ccccc3)Nn3c(s/c(=C/c4ccco4)c3=O)=NC12c1ccccc1 (configuration not stated)	46	100	3	-27	-1.6	-5	1.2	7	-18
COc1ccc(-n2nc3c(c2NC(=O)c2ccc4c(c2)OCO4)CS(=O)(=O)C3)cc1	nt	101	7	-4	-5.9	-20	-3.0	13	0
COc1ccc(-c2nc(SCC(=O)N3CCOCC3)n[nH]2)cc1	2	99	2	4	-3.3	-2	-6.3	-4	6
